TROY signal inh – blocks TROY-dependent signaling in reporter cells. Q293 LMP1-TROYcd NF-kB luciferase reporter, 4 h. inhibition, % at 10 µM. hit rate 0.98% among 360,000;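 active = compounds whose plate-normalised and pattern-corrected inhibition of the luciferase reporter signal at the single screening dose is 50% or more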
COUP-TFII inh – NR2F2 (human) inhibition, primary screen. P24468. inhibition, % at 8.6 µM. HEK293T NGFI-A luciferase reporter, luminescence. hit rate 0.7% among 370,000;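 active = inhibition above a per-plate cutoff, mean inhibition of test wells between control levels plus 3 SD, cut at about 38% in these data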;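 note: cells cotransfected with COUP-TFII expression vector driving the NGFI-A reporter; 0% = median of COUP-TF2 test wells and 100% = reporter-only cells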
Target sequence (P24468 whole entry, looked up): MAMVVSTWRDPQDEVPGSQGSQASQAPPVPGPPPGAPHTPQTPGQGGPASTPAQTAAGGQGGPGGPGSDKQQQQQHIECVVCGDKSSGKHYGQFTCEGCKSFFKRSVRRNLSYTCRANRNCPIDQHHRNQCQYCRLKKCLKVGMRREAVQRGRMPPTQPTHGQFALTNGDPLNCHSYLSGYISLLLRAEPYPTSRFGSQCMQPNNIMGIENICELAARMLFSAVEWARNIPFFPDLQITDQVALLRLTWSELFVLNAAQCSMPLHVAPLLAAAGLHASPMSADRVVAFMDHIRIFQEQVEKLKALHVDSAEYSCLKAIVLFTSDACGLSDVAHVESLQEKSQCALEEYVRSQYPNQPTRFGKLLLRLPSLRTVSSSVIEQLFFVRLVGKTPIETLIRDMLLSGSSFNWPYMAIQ
TLR9-MyD88 block – inhibitors of human TLR9-MyD88 binding; CHO BLA complementation TLR9-MyD88, CCF4 FRET ratio; inhibition, % at 4.98 µM; hit rate 0.21% among 340,000; Q9NR96+Q99836;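 active = inhibition above the mean over all tested compounds plus 3 SD, cut at about 21% in these data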;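 note: 0% = DMSO only wells and 100% = clavulanate BLA inhibitor control wells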
Granule exo inh – blocks lytic granule exocytosis | inhibition, % at 10 µM | TALL-104 LAMP-1 surface exposure, flow cytometry; cells stimulated with thapsigargin and PMA | hit rate 0.66% among 360,000;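 active = inhibition above about 55%, limit read from the data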
NR5A2 inv ag – inverse agonists of human LRH-1 (NR5A2). O00482. HEK293T StAR-luciferase reporter, LRH-1 transfected, 24 h. inhibition, % at 3.6 µM. hit rate 0.13% among 360,000;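 active = inhibition above the mean inhibition of all tested compounds plus 3 SD, cut at about 73% in these data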;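 note: 0% = DMSO wells and 100% = reporter-only cells lacking LRH-1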
NCOA3 inh – human NCOA3 inhibition | AID 588352 | HEK293 GAL4-SRC3 luciferase reporter, luminescence | inhibition, % at 3.6 µM | Q9Y6Q9 | hit rate 0.17% among 360,000;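 active = inhibition above a per-campaign cutoff, the mean of all compounds plus 3 SD, cut at about 60% in these data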;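 note: 0% = DMSO-treated cells and 100% = gossypol-treated cells at 36 µM; higher means less SRC3-driven luciferase light from the GAL4 reporter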
SRC1 inh – inhibits human SRC1 coactivator | HEK293 GAL4-SRC1 luciferase reporter, luminescence | inhibition, % at 3.6 µM | hit rate 0.12% among 360,000 | AID 588354;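 active = inhibition above the campaign mean plus 3 SD, with each screening campaign given its own cutoff, cut at about 60% in these data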;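 note: 0% = DMSO treated cells and 100% = gossypol at 36 µM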
TWEAK-Fn14 inh – TWEAK-Fn14 signaling inhibition; inhibition, % at 10 µM; TWEAK-stimulated Fn14 reporter cells, luciferase luminescence, 8 h; AID 1159606; hit rate 2% among 360,000; in the data active = inhibition above about 50%
NOD2 RIPK2 PPI – blocks binding of human NOD2 to RIPK2; O43353; CHO BLA complementation NOD2-RIPK2, CCF4 ratio; inhibition, % at 4.98 µM; hit rate 0.38% among 360,000; AID 624267; in the data active = inhibition above about 21%;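 note: 0% = vehicle only and 100% = reference blocker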
Target sequence (O43353 whole entry, looked up): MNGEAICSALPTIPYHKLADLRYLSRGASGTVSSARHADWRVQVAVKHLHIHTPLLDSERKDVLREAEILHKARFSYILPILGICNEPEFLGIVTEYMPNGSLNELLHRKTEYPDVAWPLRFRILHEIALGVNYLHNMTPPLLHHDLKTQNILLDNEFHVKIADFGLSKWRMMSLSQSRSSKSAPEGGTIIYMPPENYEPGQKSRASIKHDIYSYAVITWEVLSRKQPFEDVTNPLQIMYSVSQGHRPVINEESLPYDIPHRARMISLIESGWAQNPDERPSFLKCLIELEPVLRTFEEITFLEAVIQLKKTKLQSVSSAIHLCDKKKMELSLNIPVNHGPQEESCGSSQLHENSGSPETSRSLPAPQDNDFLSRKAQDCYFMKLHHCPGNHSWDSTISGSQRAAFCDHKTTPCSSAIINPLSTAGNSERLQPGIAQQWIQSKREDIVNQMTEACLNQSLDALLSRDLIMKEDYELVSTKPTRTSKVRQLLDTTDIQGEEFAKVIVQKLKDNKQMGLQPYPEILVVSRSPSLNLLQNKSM
NCOA2 inhibitor – inhibits human steroid receptor coactivator 2 | Q15596 | HEK293 GAL4-SRC2 luciferase reporter, luminescence | inhibition, % at 9 µM | hit rate 0.17% among 370,000;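 active = inhibition above the mean inhibition of all tested compounds plus 3 SD, set per campaign, cut at about 52% in these data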;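 note: 0% = DMSO treated cells and 100% = cells given Gossypol at 36 µM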
ABHD5 PLIN5 PPI – ABHD5-PLIN5 protein interaction inhibition; inhibition, % at 4 µM; Split G. princeps luciferase complementation, luminescence, 4 h; hit rate 0.78% among 360,000;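 active = inhibition above the mean inhibition across every tested compound plus 3 SD, cut at about 22% in these data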;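 note: 0% = DMSO only wells and the 100% control is not disclosed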
An asterisk follows results filed as active; . = no result given.

SMILES	TROY signal inh	COUP-TFII inh	TLR9-MyD88 block	Granule exo inh	NR5A2 inv ag	NCOA3 inh	SRC1 inh	TWEAK-Fn14 inh	NOD2 RIPK2 PPI	NCOA2 inhibitor	ABHD5 PLIN5 PPI
Cc1ccc(S(=O)(=O)N2CCCCC2CCNC(=O)C(=O)Nc2ccccc2F)cc1 (stereo not given)	14	-5	-1	-11	-12	-16	-8	25	2	-10	3
O=C(CCc1nc(-c2ccccc2)no1)Nc1cccc(C(=O)NC2CC2)c1	19	-23	-6	-1	7	16	2	-1	-5	9	8
Cc1ccc(NS(=O)(=O)c2cccc(C(=O)N/N=C/c3c(C)nn(-c4ccccc4)c3N3CCCC3)c2)c(C)c1	14	-4	-12	8	9	7	-2	57*	-13	31	3
Cc1cc(C)nc(OC(=O)c2c(Cl)cc(Cl)cc2Cl)n1	-8	-2	3	-6	-16	0	-12	-21	-17	7	0
Cc1cc(C(=O)N(NC(=O)C(C)C)c2ccccc2)cs1	2	-3	-11	1	12	-12	10	-6	-15	-34	-5
O=C(NCc1ccc(-c2nc3ccccc3s2)cc1)c1ccc(Br)o1	-11	-30	7	-3	-107	-32	-193	-2	3	-24	6
C=CCC1C=C(C)CC(CC=C)N1 (stereo not given)	-3	-5	0	5	-2	-2	6	12	0	3	1
Cc1ccnc(N2CCCC(C(=O)Nc3cc(F)ccc3C)C2)n1 (stereo not given)	12	-9	8	-2	-3	2	7	-9	-1	-30	-2
C=CCN1C=CC=C/C1=C1\SC(=S)N(C)C1=O	-10	-10	.	-3	14	-6	13	8	6	-33	3
CCCC(C)NC1=NCCCCC1 (stereo not given)	3	-10	-5	-2	1	7	-1	-3	11	19	6
COc1ccc(CNC(=O)C2CCCN(S(=O)(=O)c3cccc4nsnc34)C2)cc1 (stereo not given)	-4	14	-3	9	-26	26	-10	6	2	-16	-1
O=C(CSc1n[nH]c(-c2cccnc2)n1)Nc1ccc(Cl)cc1	4	-14	4	-4	-17	2	-1	3	-18	8	2
COc1ccc(CN2CC(C(=O)NCCCN3CCCCC3)CC2=O)cc1 (stereo not given)	16	11	-7	9	-1	8	-13	-11	-2	-10	6
CC1CCCN(S(=O)(=O)c2ccc3[nH]c4c(c3c2)CCCC4)C1 (stereo not given)	37	26	8	-2	24	8	-27	26	-7	7	-6
CCCCCCCC(=O)OCC(=O)[C@@]1(O)CC[C@H]2[C@@H]3CCC4=CC(=O)CC[C@]4(C)[C@H]3[C@@H](O)C[C@@]21C	14	5	-5	-2	-1	-35	-13	-3	-14	-30	4
Cc1ccc2nc(NC(=O)C3CCN(S(=O)(=O)c4cnc[nH]4)CC3)sc2c1	-22	8	-1	-5	9	5	-26	18	1	-29	1
COc1ccc(-c2noc(CCC(=O)N3CCN(c4cccc(Cl)c4)CC3)n2)cc1	40	21	4	4	13	-12	12	45	-5	-5	1
O=C(c1ccc(Br)cc1)C(CN1CCOCC1)c1ccccc1 (stereo not given)	0	-20	14	67*	-5	11	0	58*	26*	8	29*
CCOC(=O)c1cccc(N2CC3CNC(=O)C2(C(=O)OC)N3C)c1 (stereo not given)	-1	-6	-5	-5	-3	-22	-21	9	-4	-11	2
CN1CCN(Cc2cn(C)nc2-c2ccccc2F)CC1c1ccccc1 (stereo not given)	-9	6	-13	-6	2	20	-33	9	2	5	-1
COc1cccc(C2C(C#N)=C(N)Oc3cc(C)[nH]c(=O)c32)c1OC (stereo not given)	23	15	-8	0	3	-3	14	-2	-5	-7	-3
C/C(=N/NC(=O)c1ccco1)c1cccc(NC(=O)c2ccc(C)o2)c1	-43	-54	5	-1	-130	-92	-90	-13	0	-31	-4
Cc1ccccc1OCc1nc2c3cnn(C)c3ncn2n1	-23	-22	-2	2	-30	-41	-52	-12	7	-10	3
O=C(NCC1CCCN(C(=O)c2cscn2)C1)c1ccc(-c2ccccc2)cc1 (stereo not given)	-8	9	6	-4	1	11	-4	-12	2	0	2
Cc1ccnc(NC(=O)c2cccc(S(=O)(=O)N3CCCc4ccccc43)c2)c1	50	-28	-7	-3	-110	-85	-87	46	0	-59	-5
COc1ccccc1Cn1c(=O)oc2ccc(C)cc21	-25	-1	4	3	-6	-3	3	9	-3	-11	2
COc1cc(-c2noc(C)c2C#Cc2ccccn2)cc(OC)c1OC	8	-30	-8	3	32	5	-2	-8	10	0	-9
CCC(=O)N1CCCC(C)(C(=O)Nc2ccc3scnc3c2)C1 (stereo not given)	6	-1	.	-3	-3	-14	-25	3	1	-23	-8
Cc1cc(C(=O)Nc2ccc3c(c2)CCC3)c2ccccc2n1	12	.	-6	-2	1	17	-14	-14	-1	.	0
OC[C@@H]1CN(Cc2cccs2)C[C@H](n2cnc3c(NCc4ccc(F)cc4)ncnc32)O1	7	9	.	-4	3	-8	-9	10	-1	-21	0

A second format for 2 compounds above:
The line under a structure holds: TROY signal inh | COUP-TFII inh | TLR9-MyD88 block | Granule exo inh | NR5A2 inv ag | NCOA3 inh | SRC1 inh | TWEAK-Fn14 inh | NOD2 RIPK2 PPI | NCOA2 inhibitor | ABHD5 PLIN5 PPI
COc1cccc(C2C(C#N)=C(N)Oc3cc(C)[nH]c(=O)c32)c1OC (stereo not given)
    23 | 15 | -8 | 0 | 3 | -3 | 14 | -2 | -5 | -7 | -3
C/C(=N/NC(=O)c1ccco1)c1cccc(NC(=O)c2ccc(C)o2)c1
    -43 | -54 | 5 | -1 | -130 | -92 | -90 | -13 | 0 | -31 | -4

(continued)
SMILES	TROY signal inh	COUP-TFII inh	TLR9-MyD88 block	Granule exo inh	NR5A2 inv ag	NCOA3 inh	SRC1 inh	TWEAK-Fn14 inh	NOD2 RIPK2 PPI	NCOA2 inhibitor	ABHD5 PLIN5 PPI
O=C(O)/C(=C1\OC(=O)c2ccccc21)c1ccccc1	11	26	12	2	17	20	-5	-3	4	-20	0
CC(C)C1Nc2ccc(C(=O)O)cc2C2C=CCC21 (stereo not given)	-23	15	-4	-3	-6	5	0	8	3	5	1
CC/C(C)=N/Nc1cccc([N+](=O)[O-])c1	-14	-4	6	-5	-14	34	11	-32	8	16	-3
COC(=O)c1ccc(N2CCN(c3ccccc3)CC2)nc1	-15	-13	2	4	-15	-53	-68	-50	14	-9	2
CN(C1=C(N2CCOCC2)C(=O)c2ccccc2C1=O)c1ccccc1	12	6	-8	-2	9	25	-65	27	-2	6	-3
CC(=O)NC(=S)Nc1cc(C(F)(F)F)ccc1N1CCOCC1	22	29	-17	-3	13	32	3	23	-3	-2	4
Cc1ccc(-n2c(SCC(=O)N/N=C/c3ccc(C)s3)nnc2-c2ccccc2)cc1	-37	7	-2	0	-6	12	9	7	-3	-7	3
O=C(NCc1ccc(F)cc1F)[C@@H]1CCCN1C(=O)[C@@H]1CCCN1C(=O)c1cccs1	4	5	.	-1	-23	.	.	19	2	25	-3
COc1ccc(/C=C/c2nc3cc(-c4ccccc4)ccc3o2)cc1O	1	0	21*	-2	-4	-9	-33	44	23*	8	0
OCC1(Cc2cccc(Cl)c2)CCCN(Cc2cnn(-c3ccccc3)c2)C1 (stereo not given)	6	-17	-7	10	4	7	8	-3	-6	7	14
CCC(=O)Oc1ccc(NC(=O)c2ccco2)cc1	-29	3	-1	-9	-28	20	-11	-16	6	1	-1
CCN1CCN(c2cc(C)c3cc(NC(=O)c4ccc(C)c(C)c4)ccc3n2)CC1	-28	-5	-6	37	-17	-35	-36	-35	1	-10	3
O=P1(O)Cc2ccccc2-c2ccccc21	8	3	0	-1	-8	-8	5	0	-3	12	8
CNC(=O)c1nn(C)c(=O)[nH]c1=O	15	13	4	1	-1	-28	10	6	1	-17	2
COc1ccc(C2/C=C\CC(NS(=O)(=O)c3ccc(C)cc3)CC(=O)N2Cc2ccccc2F)cc1 (stereo not given)	-15	.	-4	-2	41	-10	-6	-7	-11	.	-5
CN(c1ccc(C(=O)N2CCCCCC2)cc1)S(=O)(=O)c1ccc(Cl)cc1	16	10	7	-4	-1	7	-2	7	0	-16	-1
O=C(CSc1nnc2c(n1)[nH]c1ccc(F)cc12)NCc1ccc(F)cc1	6	6	-11	-7	6	20	-2	-16	1	-16	4
CC(C)(C)OC(=O)N1CCCC(C(=O)Nc2cccc(C(=O)N3CCCC3)c2)C1 (stereo not given)	-1	3	2	-4	24	9	7	-5	-7	0	-4
CC1(C)COCN1C(=O)c1ccc(Cl)c(Cl)c1	1	-1	-7	-1	-5	9	-12	-14	-4	-6	-3
CN(C(=O)CC1C(=O)NCCN1Cc1c(F)cccc1Cl)C1CCOCC1 (stereo not given)	0	17	-8	0	10	-16	5	-12	-3	-17	-4
Cc1c(Cl)cccc1NC(=O)C(=O)NNS(=O)(=O)c1ccc(F)cc1	-11	.	6	0	1	23	11	-33	-1	.	-9
COc1cc(C2Nc3cccc4cccc(c34)N2)ccc1OC(C)=O	6	.	0	-12	5	-5	5	32	-6	.	3
N#CCSc1nc(-c2ccccc2)nc2ccccc12	2	-8	-7	1	20	-1	10	13	9	7	-4
COc1ccc2c(Cl)c(C(=O)NC3CCS(=O)(=O)C3)sc2c1 (stereo not given)	-35	-9	-8	-4	-24	-49	-35	-22	-12	-60	-4
CC(=O)C1=C(C)N(Cc2ccccc2)C(=O)N[C@H]1c1cccc(F)c1	-19	18	-6	5	7	5	7	1	-11	-7	-1
CSc1nnc(-c2ccccc2Cl)n1N	2	5	9	5	-4	11	1	-9	2	-37	-4
CSCCC(NC(=O)c1ccco1)C(=O)NCC1CCCO1 (stereo not given)	-22	3	-8	2	-26	25	-6	22	3	18	18
CC1(C(=O)NS(=O)(=O)c2ccccc2Cl)CCN1C(=O)Cc1cccc2ccccc12 (stereo not given)	2	-25	.	0	-6	11	1	2	-2	31	0
COCCNC(=O)NC(=O)COC(=O)c1cccn1C	10	-4	15	-2	-8	14	6	-5	7	12	0
COC(=O)C(C)(C(=O)OC)c1ccc(C(F)(F)F)cc1[N+](=O)[O-]	-16	0	0	3	13	28	15	13	3	-5	12
CC1CCN(C(=O)COC(=O)c2ccc(F)c(S(=O)(=O)N3CCOCC3)c2)CC1	9	-6	-3	-1	2	0	-28	-12	-2	-2	-8
Cc1ccc(N(C(=O)c2csnn2)C(C(=O)NC(C)(C)C)c2ccncc2)cc1 (stereo not given)	-39	-6	1	-4	15	0	8	15	4	-8	9
CC(C)Oc1cc(F)ccc1-c1cc(C(=O)NCc2ccccc2)[nH]n1	11	-3	.	-2	-4	-16	-7	-18	-13	8	-6
CC(C)Nc1nc(Nc2ccccc2Cl)c2sccc2n1	29	6	.	19	31	9	13	64*	4	3	-6
Cc1sc(NC(=O)CSc2n[nH]c(N)n2)c(C#N)c1C	-32	-3	13	18	3	-13	-37	-14	3	4	-5
Cc1ccc(C(OCCN(C)C)c2cccc(C(F)(F)F)c2)cc1 (stereo not given)	-18	14	-11	2	5	3	7	8	5	-2	3
CCCc1nnc(SCC(=O)N2CCCCC2C)n1CC (stereo not given)	-19	-20	-2	0	-3	10	-21	13	2	-20	-3
CC(=O)Nc1ccc(C(=O)CCl)cc1	13	1	-6	3	8	-2	-29	11	-2	-22	2
Cc1cc2cc(CN(Cc3cccs3)Cc3nnnn3CC3CCCO3)c(=O)[nH]c2cc1C (stereo not given)	6	15	-3	-3	9	13	12	19	-16	-3	-5
NNC(=S)NC1CC2CC1C1C=CCC21 (stereo not given)	70*	24	3	-3	4	11	-3	77*	-11	-42	-4
Cc1ncsc1C(=O)Nc1nc2c(s1)CC(C)CC2 (stereo not given)	-21	-52	-6	-2	-124	-130	-87	15	-27	-48	-2

Bioassay records as filed in PubChem.

A portion of the library (hit frequency here may not be typical).
